Assay outcomes: PubChem BioAssay, Sanford-Burnham Center for Chemical Genomics
HT1080 viability = HT1080 cell viability loss – fluorescence readout (AID 620). cytotoxicity, % at 10 µM; hits with a dose series show EC50 in µM. HT1080 viability, fluorescence; higher % means a stronger effect. 87,000 tested, 0.42% active; in the data active = cytotoxicity above about 50%;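 also: cells exposed to compound overnight then 4 h with Alamar Blue; 0% = vehicle DMSO and 100% = killing control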
* hit, by the source's call. These rows are one share of the data; rates above refer to the full screens.

Start of the data: the first 21 records as a preview:
SMILES	HT1080 viability
CCCCCCCSc1nc(N)cc(=O)[nH]1	-4%
Cc1cc(O)ccc1C1(c2ccc(O)cc2C)OC(=O)c2ccccc21	-12%
Cc1ccc2c(c1)/C(=N/O)CCS2	-1%
CCCc1cc(=O)[nH]c(SCC(=O)NC)n1	14%
CC(C)C12CN3CC(C(C)C)(CN(C1)C3c1ccco1)C2=O (stereo unspecified)	13%
CCOc1ccc2[nH]c(=O)c(CN(CCO)C(=O)c3ccc(OC)c(OC)c3)cc2c1	-1%
COC(=O)[C@@H]1C[C@@]2(O)[C@@H](O)[C@@H](O)[C@@H](O)C[C@H]2N1CC(c1ccccc1)c1ccccc1	6%
CN(C)C(=O)C(=O)c1cccn1-c1ccccc1C#N	10%
CCOc1ccc(NC(=O)N2CCC(n3nnc4cc(C)ccc43)CC2)cc1	19%
CCCCN(CCCC)c1nc2ccccc2nc1NS(=O)(=O)c1ccc(NC(C)=O)cc1	11%
CSc1nnc(-c2cccc(C)c2)n1N	-4%
COc1ccc(-c2cn(/N=C/c3ccc(Cl)cc3Cl)c(N)n2)cc1	-7%
Cc1nn2c(-n3ccnc3C)c3c(nc2c1-c1ccccc1)CCC3	-3%
CCOc1ccc(N2Nc3n[nH]c(N)c3N2)cc1	-18%
CCN(CC)CCCN(Cc1cc2cc(OC)c(OC)cc2[nH]c1=O)C(=O)Nc1ccccc1	0%
CCN1CCN(CC(O)COc2ccc(Cl)cc2)CC1 (stereo unspecified)	-9%
Clc1ccc(-c2nc(Cc3ccccc3Cl)no2)cc1	-5%
COC(=O)c1nc(N)sc1-c1ccc(OC)cc1	-4%
COc1cc(CNC2CCCCCC2)cc(OC)c1	-12%
O=C(NCC1CCCO1)NC1CCCCC1 (stereo unspecified)	-2%
COc1ccc(-c2cc(C(F)(F)F)nc(-n3cc(Br)cn3)n2)cc1	-5%

All compounds of this part, from the first entry:
SMILES	HT1080 viability
CCCCCCCSc1nc(N)cc(=O)[nH]1	-4%
Cc1cc(O)ccc1C1(c2ccc(O)cc2C)OC(=O)c2ccccc21	-12%
Cc1ccc2c(c1)/C(=N/O)CCS2	-1%
CCCc1cc(=O)[nH]c(SCC(=O)NC)n1	14%
CC(C)C12CN3CC(C(C)C)(CN(C1)C3c1ccco1)C2=O (stereo unspecified)	13%
CCOc1ccc2[nH]c(=O)c(CN(CCO)C(=O)c3ccc(OC)c(OC)c3)cc2c1	-1%
COC(=O)[C@@H]1C[C@@]2(O)[C@@H](O)[C@@H](O)[C@@H](O)C[C@H]2N1CC(c1ccccc1)c1ccccc1	6%
CN(C)C(=O)C(=O)c1cccn1-c1ccccc1C#N	10%
CCOc1ccc(NC(=O)N2CCC(n3nnc4cc(C)ccc43)CC2)cc1	19%
CCCCN(CCCC)c1nc2ccccc2nc1NS(=O)(=O)c1ccc(NC(C)=O)cc1	11%
CSc1nnc(-c2cccc(C)c2)n1N	-4%
COc1ccc(-c2cn(/N=C/c3ccc(Cl)cc3Cl)c(N)n2)cc1	-7%
Cc1nn2c(-n3ccnc3C)c3c(nc2c1-c1ccccc1)CCC3	-3%
CCOc1ccc(N2Nc3n[nH]c(N)c3N2)cc1	-18%
CCN(CC)CCCN(Cc1cc2cc(OC)c(OC)cc2[nH]c1=O)C(=O)Nc1ccccc1	0%
CCN1CCN(CC(O)COc2ccc(Cl)cc2)CC1 (stereo unspecified)	-9%
Clc1ccc(-c2nc(Cc3ccccc3Cl)no2)cc1	-5%
COC(=O)c1nc(N)sc1-c1ccc(OC)cc1	-4%
COc1cc(CNC2CCCCCC2)cc(OC)c1	-12%
O=C(NCC1CCCO1)NC1CCCCC1 (stereo unspecified)	-2%
COc1ccc(-c2cc(C(F)(F)F)nc(-n3cc(Br)cn3)n2)cc1	-5%
COCc1nnc(NC(=O)CC(C)C)s1	4%
O=C(NCc1ccccc1)C(c1ccco1)N(C(=O)c1cnccn1)c1ccc(F)cc1 (stereo unspecified)	-12%
Nc1cc(=O)[nH]c(SCc2ccc(Cl)cc2)n1	-9%
Cc1ccc2[nH]c(=O)c(C3C(C#N)=C(N)Oc4c3ccc3cccnc43)cc2c1 (stereo unspecified)	26%
C=CCn1c(COc2ccccc2F)nnc1SCC(=O)Nc1cc2oc3ccccc3c2cc1OC	0%
CCn1c(SCC(=O)Nc2nc(C)c(C)s2)nc2cccnc21	-4%
CCC(Sc1nc(C)cc(=O)[nH]1)C(=O)Nc1nc(-c2ccccc2)cs1 (stereo unspecified)	12%
CC(C)Cn1c(N)c(C(=O)CSc2nnnn2C)c(=O)n(C)c1=O	-13%
COc1cc(C)c(Cl)c(C)c1S(=O)(=O)NCc1cccnc1	10%
COCCNC(=O)CSc1nc2cc3c(cc2c(=O)n1Cc1ccco1)OCO3	18%
CCSC(=O)NC12CC3CC(CC(C3)C1)C2	8%
CCCCCCN(C(=O)CCCCCN1C(=O)NC(c2cccc([N+](=O)[O-])c2)C(C(=O)OCc2ccccc2)=C1C)C(C(=O)NCCCC)c1ccc(OCC(=O)OC)c(C(=O)OC)c1 (stereo unspecified)	-25%
CCCCCCC1CCC(c2nc(-c3ccncc3)no2)CC1 (stereo unspecified)	-13%
CCOc1cc2c(C#N)c(N3CCCCC3)nc(N)c2c(N)n1	8%
COC(=O)C(C)Sc1snnc1-c1ccccc1 (stereo unspecified)	-12%
Oc1ccccc1CNc1ccc(Br)cn1	38%
Cc1cc(NC(=O)CCCC(=O)N(c2ccccc2)C(C(=O)NC2CCCCC2)c2cccs2)no1 (stereo unspecified)	8%
Cc1cc(=O)oc(C)c1C(=O)NCc1cccnc1	-4%
Cc1ccc(CSc2nnc(-c3cccnc3)o2)cc1	2%
Cc1ccnc(NS(=O)(=O)c2ccc(CC(C)C)cc2)c1	-2%
Cc1ccc(-c2nnc(SCc3ccc(C#N)cc3)n2Cc2ccco2)cc1	-3%
O=C(N1CCCC1)C12CCC3CC(CC(C3)C1)C2	-15%
Cc1cc(C)n(C(=O)c2cc3c(s2)CCCC3)n1	-12%
CCOc1nc(NCCO)nc(NCCC2=CCCCC2)n1	-10%
c1ccc(-c2csc(NNC3=NCCCCC3)n2)cc1	-2%
O=C(CCC(=O)Nc1nnc(C2CCCCC2)s1)NCC1CCCO1 (stereo unspecified)	0%
O=C(CSC1=Nc2ccccc2C2=NC(c3ccccc3)C(=O)N12)NC1CCCCC1 (stereo unspecified)	-9%
Cn1cnc(S(=O)(=O)NCc2ccccc2)c1	4%
CC(=O)N1c2ccccc2C(C)(C)C2CCC(C)CC21 (stereo unspecified)	-32%

Remaining list, next part:
SMILES	HT1080 viability
FC(F)(F)c1cnc(-n2cc[nH]c2=S)c(Cl)c1	-1%
Cc1nc2ncnn2c(N2CCN(C(=O)c3cccc(F)c3)CC2)c1C	28%
COc1ccc(Nc2nc(C)cc(C)c2C(N)=O)cc1	4%
CCOc1ccc(-c2nn(-c3ccccc3)cc2/C=C2\SC(=S)N(C3CCS(=O)(=O)C3)C2=O)cc1 (stereo unspecified)	-20%
O=C(Cc1n[nH]c(=O)c2ccccc12)Nc1ccc(-c2nnc3n2CCCCC3)cc1	-6%
CCCCOCCCNC(=O)CCCOc1ccccc1	-15%
C=CCSc1nnc(-c2nnc(SCC=C)n2-c2ccccc2)n1-c1ccccc1	-3%
Cc1ccc(CSc2nnc([C@@H]3CCCN3)o2)cc1	18%
CCOc1cc2[nH]c(=S)n(Cc3ccc(C(=O)NCC(OC)OC)cc3)c(=O)c2cc1OCC	33%
COc1c2c(nc3occc13)C(CC=C(C)C)(OC)C(O)CC2 (stereo unspecified)	-6%
COc1ccc2[nH]c(=O)c(CN(Cc3ccco3)C(c3nnnn3Cc3ccccc3)C(C)C)cc2c1 (stereo unspecified)	-3%
CCCCCn1nc(-c2ccccc2)c2nc3ccccc3nc21	-3%
O=C(CC1Nc2ccccc2NC1=O)NCCc1ccccc1 (stereo unspecified)	11%
CN(c1cccc(Cl)c1)S(=O)(=O)c1cccc(C(=O)NC2=NCCS2)c1	1%
CS(=O)(=O)NCCCNc1c(Cl)cccc1[N+](=O)[O-]	-10%
c1ccc2[nH]c(CN3CCOCC3)nc2c1	8%
Cc1cc2oc(=O)cc(CN3CCOCC3)c2cc1C	-5%
COC(=O)c1c(C(=O)OC)c(-c2ccccc2)n2c1CS(=O)C2 (stereo unspecified)	6%
COc1ccccc1CN=Cc1[nH]c2ccc(Br)c(Cl)c2c1O	-22%
CC(C)n1c(/N=C/c2c[nH]c3ccccc23)nc2ccccc21	-7%
CS(=O)(=O)N(CC(=O)NCc1ccccc1Cl)Cc1ccccc1	2%
CCOC(=O)c1ccc(NC(=O)C2(c3ccc(OC)cc3)CCOCC2)cc1	-8%
Cc1ccc(-c2nnc(SCC(=O)OC(C)C)n2N)cc1	-12%
CC(=O)NCCC(=O)Nc1sc2c(c1-c1nc3ccccc3[nH]1)CCCC2	-2%
Cc1c(Cl)cccc1NC(=O)CCCN1C(=O)CCC1=O	9%
CC(NC(=O)c1ccco1)C1COc2ccccc2O1 (stereo unspecified)	8%
Cc1ccc(Nc2nc3c([nH]2)c(=O)n(C)c(=O)n3C)cc1	-7%
c1coc(CNC2C3CC4CC(C3)CC2C4)c1 (stereo unspecified)	-6%
c1cncc(-c2noc(-c3cccc4ccccc34)n2)c1	3%
COc1ccc(-c2cc(-c3c(O)c(OC)c4occc4c3OC)[nH]n2)cc1	-10%
CCN(C(=O)c1cc(Cl)ccc1OC)c1ccccc1C	-5%
CC(C)(C)c1ccc(C(=O)NNC(=O)Cc2cccc3ccccc23)cc1	-19%
Cc1ccc(-c2cc(C(F)F)n3ncc(C(=O)N4CCN(c5cccc(C)c5C)CC4)c3n2)cc1	-7%
Cc1noc(NS(=O)(=O)c2ccc(NC(=O)CSc3nc4c(cc3C#N)CCCCC4)cc2)c1C	-5%
Cc1cc(C)nc(N/N=C/c2ccco2)n1	11%
COCCn1cc(C(=S)N2CCOCC2)c2ccccc21	-3%
CCn1c2ccccc2c2cc(/C=N/n3cn[nH]c3=S)ccc21	-1%
CC(c1ccccc1)N1CCn2c(nc3cc(NC(=O)NC4CCCCC4)ccc32)C1 (stereo unspecified)	10%
COc1ccc(CCNC(=O)C(=O)NCC2CCCO2)cc1 (stereo unspecified)	-6%
O=C(CCc1ccc(S(=O)(=O)NCCc2ccccc2)cc1)N1CCN(Cc2ccc3c(c2)OCO3)CC1	-7%
Cc1ccc(N(CC(=O)NCc2ccncc2)S(C)(=O)=O)cc1	8%
CC(=O)Nc1ccc2ccc3cccc4ccc1c2c34	-2%
Nc1cc2c([N+](=O)[O-])cccc2o1	11%
c1ccc(CCn2c(C3CC3)nc3ccccc32)cc1	-17%
CCc1c(C)nc2ncnn2c1NCCc1ccccc1	-9%
CCOc1ccccc1NC(=O)Cn1c(=O)c2ccccc2n(CC)c1=O	-21%
Cc1cc(C)c(NC(=O)CN(C2CCCCC2)C2CCCCC2)c(C)c1	-7%
CCOC(=O)Cc1csc(NC(=O)COc2ccccc2OCC)n1	-12%
COc1cccc2c1OC1(C)CC2NC(=O)N1 (stereo unspecified)	8%
CCCCCCCCC(=O)NC(NC(=S)N1CCOCC1)C(Cl)(Cl)Cl (stereo unspecified)	-3%

Further entries follow:
SMILES	HT1080 viability
CCOC(=O)C1CCN(C(=S)Nc2cc(OC)c(OC)cc2C(=O)OC)CC1	3%
Cc1cc(-n2nc(C)cc2C)n2nc(C)c(-c3ccccc3)c2n1	-3%
CCCc1noc2c1/C(=N\O)CCC2	7%
Nc1n[nH]c2c1C1(CCCC1)Cc1ccccc1-2	-12%
CCC(C)n1c(SCC(=O)Nc2cc(C)on2)nc2ccccc2c1=O (stereo unspecified)	-8%
CC(C)(C)n1nnnc1C(c1cccnc1)N(Cc1ccccc1)Cc1ccco1 (stereo unspecified)	-8%
CC(C)(Oc1ccc(Cl)cc1)C(=O)OCC(=O)Nc1ncc(Cl)cc1Cl	-4%
Cc1cc(C(F)F)n2ncc(C(=O)N3CCCCC3)c2n1	-2%
COc1ccc(N2CCN(C(=O)CN(Cc3ccccc3)S(C)(=O)=O)CC2)cc1	-12%
CCN(CC)C(=O)Nc1ccc(C(=O)OC)cc1	-5%
COc1ccc2c(C)cc(SCC(=O)Nc3c(C)n(C)n(-c4ccccc4)c3=O)nc2c1	-6%
Clc1ccc(CSc2nnc(-c3c[nH]c4ccccc34)o2)cc1	10%
COc1ccc2nc3c(c(-c4ccccc4)c2c1)CCC3	-4%
COc1ccc(Nc2cc(C(=O)NCCCN3CCOCC3)c3ccccc3n2)cc1OC	6%
Cc1ccc(C(C(=O)NC(C)(C)C)N(Cc2ccco2)C(=O)Cn2nnc(-c3cccs3)n2)cc1 (stereo unspecified)	9%
Cc1cccc(-c2nc3c(c(SCC(N)=O)n2)CCCC3)c1	5%
COc1ccc(-c2csc(=Nc3c(C)n(C)n(-c4ccccc4)c3=O)n2C(C)(C)C)cc1	-6%
COc1ccc(-n2c(O)c(Cc3ccccc3)c(=O)n3nc(-c4ccccc4)c(=O)cc23)cc1	-6%
COCc1cc(C)nc(N2CCCCC2)c1C#N	-10%
CCn1c(NC)cc(=O)n(C)c1=O	-1%
COc1ccc(OC2OC3COC(C)(C)OC3C(O)C2NC(C)=O)cc1 (stereo unspecified)	-5%
CCSc1nnc(NC(=O)Cc2ccc(OC)cc2)s1	10%
CCOC(=O)/C(=C\Nc1ccccc1C(F)(F)F)Sc1ncc(C(F)(F)F)cc1Cl	-10%
CCNc1nc(NC(C)C)nc(Oc2ccc(/C=N/O)cc2)n1	8%
CCCCNC(=O)CNC(=O)c1cccs1	5%
CCOC(=O)C(Cc1ccccc1)NC(C)=O (stereo unspecified)	8%
Cc1ccc(S(=O)(=O)NCCSC(C)(C)C)cc1	4%
C[C@@H]1C=C[C@](Cc2ccccc2)(C(=O)NCCN2CCOCC2)N1C(=O)c1ccccc1	-6%
CC(C)n1cc(NC(=O)c2cc(-c3ccccc3)on2)cn1	29%
CCCCCN1CC(O)=C(c2ccccc2)C1=N	-15%
Cc1cc(C)nc(Nc2ncc(O)n2-c2ccccc2)n1	-1%
